# KB-V1 cytotox: kills drug-selected multidrug resistant KB-V1 cells. actives 3.4% (n = 400,000). KB-V1 MDR cells viability, CellTiter-Glo, 72 h. Potency, µM (highest dose often 46.1 µM), without a hit: top-dose activity change, negative = cytotoxicity, hits mostly cytotoxic; further: potency means the concentration at half of the fitted maximal effect; on the % scale 0 is the no-effect control and ±100 the full control effect; nearly all actives have a fitted effect of over 60% in size
#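 Cytotoxicity toward P-gp-expressing KB-V1 cells was determined as loss of CellTiter-Glo luminescence after 72 h at 37 degrees C. Compounds were tested in quantitative HTS format across a concentration range, with curves fitted to normalized data.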
# KB-3-1 cytotox: KB-3-1 parental cell cytotoxicity. KB-3-1 viability, CellTiter-Glo ATP luminescence, 72 h. Potency, µM (doses to about 46.1 µM), inactives show at the top dose activity change, negative = cytotoxic, actives largely listed as cytotoxic. actives 1.4% (n = 400,000). AID 1347075; further: potency means the concentration at half of the fitted maximal effect; on the % scale 0 is the no-effect control and ±100 the full control effect; nearly all actives have a fitted effect of over 60% in size
#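 Luminescent ATP read-out (CellTiter-Glo) measures survival of drug-naive KB-3-1 cells after 72 h compound exposure at 37 °C. Titration series was screened from lowest to highest concentration, with DMSO vehicle plates as background controls.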
# WRN helicase inh: inhibitors of human WRN helicase; Potency, µM (top dose mostly 114 µM), for inactives: top-dose activity change, negative = inhibition, most hits filed as inhibitors; WRN helicase unwinding, fluorescent forked duplex, kinetic; actives 0.46% (n = 360,000); further: potency means the concentration at half of the fitted maximal effect; on the % scale 0 is the no-effect control and ±100 the full control effect; nearly all actives have a fitted effect of over 55% in size
# Target sequence (Q14191 whole entry, looked up): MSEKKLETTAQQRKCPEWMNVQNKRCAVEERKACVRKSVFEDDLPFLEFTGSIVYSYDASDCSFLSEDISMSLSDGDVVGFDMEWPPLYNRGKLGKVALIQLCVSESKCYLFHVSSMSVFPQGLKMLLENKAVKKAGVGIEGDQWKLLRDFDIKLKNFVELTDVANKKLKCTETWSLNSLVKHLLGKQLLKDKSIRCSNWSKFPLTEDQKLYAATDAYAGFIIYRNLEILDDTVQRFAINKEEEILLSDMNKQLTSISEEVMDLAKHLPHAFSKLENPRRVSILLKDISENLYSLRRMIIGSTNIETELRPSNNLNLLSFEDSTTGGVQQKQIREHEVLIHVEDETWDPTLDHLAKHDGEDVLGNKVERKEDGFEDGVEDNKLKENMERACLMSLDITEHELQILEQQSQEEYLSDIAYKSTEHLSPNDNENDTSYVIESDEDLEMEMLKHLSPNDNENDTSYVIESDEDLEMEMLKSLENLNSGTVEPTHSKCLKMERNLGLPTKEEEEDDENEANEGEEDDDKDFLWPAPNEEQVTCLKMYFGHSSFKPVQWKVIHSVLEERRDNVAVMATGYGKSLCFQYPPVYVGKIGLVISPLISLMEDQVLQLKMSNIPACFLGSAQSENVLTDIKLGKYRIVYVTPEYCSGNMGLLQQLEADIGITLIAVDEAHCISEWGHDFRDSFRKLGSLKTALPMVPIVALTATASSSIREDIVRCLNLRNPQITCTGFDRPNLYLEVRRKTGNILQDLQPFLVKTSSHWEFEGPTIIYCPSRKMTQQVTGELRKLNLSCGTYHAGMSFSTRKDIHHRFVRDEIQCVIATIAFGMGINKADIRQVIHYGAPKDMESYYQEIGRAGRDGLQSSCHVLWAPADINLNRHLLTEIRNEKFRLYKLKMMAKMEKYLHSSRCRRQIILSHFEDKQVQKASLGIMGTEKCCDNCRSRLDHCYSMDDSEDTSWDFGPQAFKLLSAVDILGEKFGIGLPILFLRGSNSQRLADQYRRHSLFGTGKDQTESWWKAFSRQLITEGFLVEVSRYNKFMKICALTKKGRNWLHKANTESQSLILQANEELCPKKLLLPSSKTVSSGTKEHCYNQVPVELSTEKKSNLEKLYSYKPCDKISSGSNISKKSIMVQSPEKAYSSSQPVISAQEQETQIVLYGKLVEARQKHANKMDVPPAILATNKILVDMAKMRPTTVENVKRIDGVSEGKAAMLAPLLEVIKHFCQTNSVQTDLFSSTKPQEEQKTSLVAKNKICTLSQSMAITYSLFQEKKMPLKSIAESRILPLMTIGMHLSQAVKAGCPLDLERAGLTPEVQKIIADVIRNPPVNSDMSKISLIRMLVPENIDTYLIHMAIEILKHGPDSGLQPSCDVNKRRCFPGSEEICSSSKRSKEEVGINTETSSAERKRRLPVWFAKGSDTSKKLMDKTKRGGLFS
#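 Screening of the MLSMR collection measured strand separation of a quenched forked DNA duplex (100 nM) by 20 nM WRN with 2 mM ATP, all final. Compounds were preincubated with enzyme 15 min at room temperature.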
# MCF10A rereplic: DNA re-replication induction in MCF 10a cells; actives 2.9% (n = 350,000); Potency, µM (doses to about 46.1 µM), for the others: top-dose activity, positive = re-replication, most hits filed as activators; MCF 10A DNA re-replication, Hoechst nuclear intensity, 48 h; further: potency means the concentration at half of the fitted maximal effect; % of control where 0% means no effect; nearly all actives have a fitted effect of over 50% in size
# HT1080-NT tox: kills 2HG-producing HT-1080-NT fibrosarcoma cells; Potency, µM (titrated, usually from 46.1 µM), for the others: top-dose activity, negative = less viability, usual class: cytotoxic; HT-1080-NT fibrosarcoma viability, CellTiter-Glo ATP luminescence, 48 h; actives 1.6% (n = 360,000); AID 686970;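 further: NT is the 2HG producing partner of a matched IDH1 knockdown line; potency means the concentration at half of the fitted maximal effect; 0% = DMSO-treated cells and -100% = media-only wells without cells; nearly all actives have a fitted effect of over 55% in size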
#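 Viability by CellTiter-Glo luminescence after 48 h compound exposure at 37C of HT-1080-NT cells (750/well, RPMI, 5% FBS). % activity scaled between DMSO wells and medium-only wells, then curve-fitted and categorized by curve class.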
# IL1B secr inh: blocks inflammasome-driven IL-1 beta release; THP-1 LPS/ATP IL-1B secretion, AlphaLISA, 16 h; active compounds read low; activity change, % at 57.5 µM; actives 4.7% (n = 360,000); AID 743279; in the data active means activity change below about -50%; inconclusive means mostly about -30% to -49%; further: on the % scale 0 is the no-effect control and ±100 the full control effect
#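 Secreted IL-1B measured by AlphaLISA bead assay after 16 h compound exposure of THP-1 cells; compounds (final up to 57.5 uM) added 1 h before LPS (250 ng/mL) and ATP (1.25 mM) stimulation; lower signal means less secretion.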
# ATXN2 expr inh: inhibitors of ATXN2 expression; HEK-293 ATXN2-luciferase reporter, luminescence, 24 h; Potency, µM (highest dose often 57 µM), inactives show top-dose activity change, negative = inhibition, actives largely listed as inhibitors; actives 0.72% (n = 360,000); AID 1745845; further: potency means the concentration at half of the fitted maximal effect; on the % scale 0 is the no-effect control and ±100 the full control effect; nearly all actives have a fitted effect of over 55% in size
#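 qHTS (up to 57 uM final) was run with 24 h compound exposure of reporter cells at 37 °C. Each well was multiplexed: SteadyGlo luminescence measured ATXN2-luciferase expression after a fluorogenic Gly-Phe-AFC viability readout (25 uM final).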
# SW480 rerep: inducers of DNA re-replication in SW480 colon cancer cells. SW480 DNA re-replication, Hoechst DNA content imaging, 48 h. Potency, µM (doses to about 46.1 µM), for inactives: at the top dose re-replication activation, actives largely listed as activators. actives 1.8% (n = 340,000). AID 624297; further: potency means the concentration at half of the fitted maximal effect; % of control where 0% means no effect; nearly all actives have a fitted effect of over 55% in size
#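 Quantitative HTS format with DMSO vehicle controls; 48 hr drug incubation at 37 C, then 40 min Hoechst staining and scanning imager measurement at 405 nm excitation.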
# HT1080 IDH1KD tx: HT-1080 IDH1 knockdown cell toxicity (counter line) | AID 686971 | Potency, µM (top dose mostly 46.1 µM), for the others: at the highest dose activity, negative = toxicity, usual class: cytotoxic | HT-1080 IDH1 knockdown viability, ATP luminescence, 48 h | actives 2% (n = 360,000);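 further: potency means the concentration at half of the fitted maximal effect; 0% = DMSO wells and -100% = cell-free medium wells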
#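 Assay cells: HT-1080 with IDH1 knockdown, 750 per well, RPMI/5% FBS. Exposure: 48 h at 37 °C following 2 h pre-incubation. Read: CellTiter-Glo luminescence; fitted concentration-response, curve class assigned.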
# * marks the source's active call; other numbers are inactive results; u = inconclusive; x = not tested or not shown; [ ] = another dose, or the depositor's remark. Unless noted, the call rests on the fitted dose curve; in most records, active means well fitted curve in the direction sought with a large enough effect; inconclusive means small, poorly fitted or top-dose-only effect, or another doubt; inactive means no such curve, though single readings can be large; an effect the other way counts as inactive or inconclusive.
structure,KB-V1 cytotox,KB-3-1 cytotox,WRN helicase inh,MCF10A rereplic,HT1080-NT tox,IL1B secr inh,ATXN2 expr inh,SW480 rerep,HT1080 IDH1KD tx
O=C(NC(=S)Nc1ccc(N2CCCCC2)c(Cl)c1)c1ccc2c(c1)OCCO2,u,1.2µM*,u,9.2µM*,12µM*,-7,u,u,18µM*
CCC(C)(C)C1CCc2[nH]nc(C(=O)O)c2C1 (stereo not given),0%,16%,-4%,18%,-4%,13,1%,-4%,7%
Cc1cc(C)n(C(C)CC(=O)N2CCc3ccccc32)n1 (stereo not given),23%,1%,-3%,1%,5%,39,x,u,4%
CC(C)COP(=O)(OCC(C)C)C(O)c1ccc(F)cc1 (stereo not given),0%,2%,8%,-2%,7%,2,-3%,u,11%
O=C1NC[C@@H](CCCCN2CCN(CCc3ccccc3)C(=O)C2=O)N(CCc2ccc(O)cc2)C1=O,-27%,30%,2%,x,-3%,-9,6%,x,-5%
CC(C)CCn1c(NCCN(C)C)nc2c1c(=O)[nH]c(=O)n2C,7%,0%,3%,-3%,-8%,7,-7%,-1%[9.22 µM],2%
Cc1ccc(S(=O)(=O)N2CCC(C(=O)N3CCC[C@H]3C(=O)NCC(C)C)CC2)cc1,3%,-25%,-9%,4%,1%,0,5%,-7%,-2%
Cc1csc2nc(COC(=O)c3ccc(Cl)c([N+](=O)[O-])c3)cc(=O)n12,16%,0%,3%,-2%,-24%,11,0%,u,-13%
CN(C)CCCN(C(=O)c1cc(-c2cccs2)nc2ccccc12)c1nc2ccc(F)cc2s1,u,-3%,-9%,u,8.2µM*,-59*,u,u,21µM*
CC(=O)O[C@H]1CC[C@@]2(C)C(=CC[C@H]3[C@@H]4CC[C@H](C5(C)OCCO5)[C@@]4(C)CC[C@@H]32)C1,u,21%,13%,5%,8%,20,3%,-8%,4%
Clc1ccc(-c2nn3c(-c4ccccc4)nnc3s2)cc1,u,19%,-3%,3%,-19%,-8,-7%,3%,2%
Cc1ccccc1C(=O)O/N=C(\N)c1cccc([N+](=O)[O-])c1,u,16%,-9%,2%,-13%,22,87%[activator],0%,u
O/N=C/c1cccnc1Sc1ccccc1,2%,-1%,1%[57.1 µM],4%,1%,-25,-18%,0%,11%
Cc1ccc(C)c(-n2cc(-c3ccc(Cl)cc3)nc2SCC(=O)NC2CCS(=O)(=O)C2)c1 (stereo not given),-25%,-11%,-7%,-3%,-8%,0,-7%,x,-6%
O=C(CCCn1c(=O)oc2ccccc21)NNC(=O)COc1ccc(F)cc1,u,-1%,15%,x,2%,0,0%,x,10%
COc1cc2c(cc1OC)C(=O)CCS2,21%,3%,7%,-1%,7%,5,0%,-1%,7%
O=C(CCC1CCCC1)NCCS(=O)(=O)N1CCN(c2ccccc2)CC1,0%,6%,1%,u,-2%,-11,-6%,-4%,-1%
O=C(CN1C(=O)NC2(CCCC2)C1=O)NNC(=O)c1ccccc1,6%,20%,8%,0%,2%,9,3%,0%,2%
O=C(NNC(=O)c1sc2ccccc2c1Cl)Nc1ccc(Cl)cc1,u,6%,4%,4%,16%,-2,-12%,3%,10%
COc1ccc(OC)c(C2c3[nH]c4ccccc4c3C[C@H]3C(=O)N(CCCOC(C)C)CC(=O)N23)c1 (stereo not given in full),7%,-5%,-6%,5%,-1%,-9,x,-3%,0%
O=C(CNC(=O)c1ccccc1)NCCCSc1ccccc1,12%,0%,-18%,1%,-10%,22,-10%,-2%,-7%
COC(=O)c1ccc2c(=O)n(Cc3ccco3)c(SCC(=O)Nc3ccc(C)c(Cl)c3)nc2c1,-14%,u,5%,u,-7%,18,-26%,u,-6%
COc1cc(OC)c(OC)cc1/C=N/n1c(COc2ccccc2)n[nH]c1=S,8%,-7%,-15%,-5%,4%,20,-7%,-12%,0%
C=CCc1cccc2cc(C(=O)NC3CCCC3)c(=O)oc12,-15%,5%,-35%,2%,18%,-14,-27%[11.3 µM],-2%,15%
C/C(=N\NC(=O)c1nnn(-c2nonc2N)c1C(C)C)c1ccc2ccccc2c1,-6%,6%,-2%,u,-19%,-12,-18%,u,3%
COc1ccc(C2=NS(=O)(=O)N(C)C(C(=O)NCc3ccc4c(c3)OCO4)=C2)cc1,-3%,-1%,-8%,-4%,-15%,-11,5%,-7%,3%
CCOc1ccc(Cn2c(C)nc([N+](=O)[O-])c2SCC(O)CCl)cc1[N+](=O)[O-] (stereo not given),-11%,3%,-4%,3%,6%,32,24%,-8%,-11%
CC(C)=NNC(=O)C1=NNC(=O)C1,3%,0%,0%,2%,-2%,8,x,-20%,3%
CC(C)=CCC[C@H](C)C[C@@H]1Cc2[nH][nH]c(=O)c2[C@H](c2ccc(Cl)cc2)O1,55%,15%,-11%,x,-1%,1,0%,x,1%
COc1ccc(CC(=O)NC(C)c2nnc(SCC(=O)Nc3ccccc3)n2C)cc1 (stereo not given),u,22%,-1%,5%,10%,20,2%,1%,8%

# 2 entries from above, with two lines to a compound:
# Fields – KB-V1 cytotox | KB-3-1 cytotox | WRN helicase inh | MCF10A rereplic | HT1080-NT tox | IL1B secr inh | ATXN2 expr inh | SW480 rerep | HT1080 IDH1KD tx
> CCOc1ccc(Cn2c(C)nc([N+](=O)[O-])c2SCC(O)CCl)cc1[N+](=O)[O-] (stereo not given)
 : -11% | 3% | -4% | 3% | 6% | 32 | 24% | -8% | -11%
> O=C(CCC1CCCC1)NCCS(=O)(=O)N1CCN(c2ccccc2)CC1
 : 0% | 6% | 1% | u | -2% | -11 | -6% | -4% | -1%

# Retrieved by structure from the list above, 7 records:
structure,KB-V1 cytotox,KB-3-1 cytotox,WRN helicase inh,MCF10A rereplic,HT1080-NT tox,IL1B secr inh,ATXN2 expr inh,SW480 rerep,HT1080 IDH1KD tx
O=C(CNC(=O)c1ccccc1)NCCCSc1ccccc1,12%,0%,-18%,1%,-10%,22,-10%,-2%,-7%
COc1cc(OC)c(OC)cc1/C=N/n1c(COc2ccccc2)n[nH]c1=S,8%,-7%,-15%,-5%,4%,20,-7%,-12%,0%
CC(C)=NNC(=O)C1=NNC(=O)C1,3%,0%,0%,2%,-2%,8,x,-20%,3%
COC(=O)c1ccc2c(=O)n(Cc3ccco3)c(SCC(=O)Nc3ccc(C)c(Cl)c3)nc2c1,-14%,u,5%,u,-7%,18,-26%,u,-6%
C=CCc1cccc2cc(C(=O)NC3CCCC3)c(=O)oc12,-15%,5%,-35%,2%,18%,-14,-27%[11.3 µM],-2%,15%
CC(C)=CCC[C@H](C)C[C@@H]1Cc2[nH][nH]c(=O)c2[C@H](c2ccc(Cl)cc2)O1,55%,15%,-11%,x,-1%,1,0%,x,1%
O=C(CCC1CCCC1)NCCS(=O)(=O)N1CCN(c2ccccc2)CC1,0%,6%,1%,u,-2%,-11,-6%,-4%,-1%

# (next part)
structure,KB-V1 cytotox,KB-3-1 cytotox,WRN helicase inh,MCF10A rereplic,HT1080-NT tox,IL1B secr inh,ATXN2 expr inh,SW480 rerep,HT1080 IDH1KD tx
Cn1c(N2CCN(C(c3ccccc3)c3ccccc3)CC2)nc2c1c(=O)[nH]c(=O)n2C,21µM*,u,-6%,7%,-1%,48,3%,-6%,3%
CC1CCc2c(sc3[nH]c(=S)n(C)c(=O)c23)C1 (stereo not given),-18%,-25%,-8%,21%,-6%,53,18%,10µM*,-10%
Nc1nc2c(Br)ccc(Br)c2cc1C(=O)NCCc1ccccc1,-8%,7%,4%,x,0%,0,-8%,x,-12%
O=C(C[C@H]1C[C@H]2c3cc(NS(=O)(=O)c4ccc(F)cc4)ccc3O[C@H]2[C@H](CO)O1)NCc1cc(F)ccc1F,6%,-3%,-7%,x,-17%,9,2%,x,1%
Cc1ccc(-c2csc(N(CCCN(C)C)C(=O)c3ccco3)n2)cc1,u,-3%,14%,u,u,-77*,-38%,u,u
COC(=O)c1[nH]c2ccc(Cl)cc2c1NC(=O)C1CC1,u,-25%,6%,-4%,-10%,4,-7%,-4%,-4%
COc1ccc(C(=O)N/C(=C/c2cccs2)C(=O)NN)cc1OC,-4%,1%,5%,-34%[inhibitor],-4%,x,7%,-6%,15%
CCc1nnc(SCCSc2nnc(CC)n2N)n1N,4%,-1%,-9%,8%,1%,-1,2%,-3%[9.22 µM],0%
O=[N+]([O-])c1cccc(S(=O)(=O)N2CCCCCC2)c1,-17%,-1%,6%,u,9%,0,-15%,-1%,7%
COCCNC(=O)C(=O)N/N=C(\C)CC(=O)Nc1cccc(C(F)(F)F)c1,16%,-22%,-3%,17%,-20%,-12,-5%,-9%,-23%
COc1cc(OC)cc(-c2cc3nc(C)c(CCC(=O)NCc4ccccc4)c(C)n3n2)c1,-10%,0%,-24%,-5%,-19%,u,8.9µM*,u,-17%
CN(C)c1ccc(C2NC(=O)c3ccccc3N2)cc1 (stereo not given),13µM*,u,0%,u,-22%,2,39%,u,-23%
CC(=O)N1CCCc2cc(S(=O)(=O)Nc3ccccc3C)ccc21,0%,12%,-12%,-7%,7%,7,-2%,-3%,5%
CCc1nnc(NC(=O)CN2C(=O)CCC2=O)s1,-6%,0%,-24%,13%,2%,10,-11%,1%,0%
CCCCc1c(-c2ccccc2OC)ncn1CCc1cccc(F)c1,16µM*,u,-8%,x,21µM*,-16,u,x,18µM*
COc1cc(C(=O)N/N=C/c2coc3ccc(Cl)cc3c2=O)ccc1O,u,0%,-5%,u,-10%,-3,3%,u,-17%
C=CCOc1ccccc1CN1CCC(n2nccc2NC(=O)c2ccccc2)CC1,-9%,-11%,2%,-1%,-16%,u,-9%,2%,-7%
COc1ccc(N2C(=O)CSC2c2ccc([N+](=O)[O-])cc2)cc1 (stereo not given),-3%,0%,3%,u,-7%,-3,3%,-1%,-4%
